A549 tox = Nrf2 qHTS screen for inhibitors: counterscreen for cytotoxicity | A549 ARE-Fluc cells, CellTiter-Fluor viability, 18-24 h | Potency, µM (highest dose often 46 µM), inactives show top-dose activity change, negative = cytotoxicity, actives largely listed as inhibitors | hit rate 0.16% among 390,000; note: potency is the fitted concentration of half-maximal effect; % is set by controls: 0 for no effect and ±100 for the full control effect
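A549 ARE-Fluc cells in 5% FBS OPTI-MEM, 5000 cells/well, rested 2 h then exposed to compounds in concentration-response for 18-24 h at 37 °C. Viability by CellTiter-Fluor fluorescence (Ex 405/Em 525) after 30 min; luciferase luminescence (BugLite, 15 min, RT) read afterwards.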
MmCpn inh = Inhibitors of TCP-1 ring complex (TRiC) of Methanococcus maripaludis (MmCpn): qHTS; Potency, µM (doses to about 76.9 µM), inactives show top-dose activity, negative = inhibition, hits mostly inhibitors; AID 504842, 2011; hit rate 0.031% among 330,000; purified Mm-Cpn ATPase, ADP Transcreener TR-FRET; note: potency is the fitted concentration of half-maximal effect; % is set by controls: 0 for no effect and ±100 for the full control effect; nearly all actives have a fitted effect of over 80% in size
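ATPase turnover read by TR-FRET ADP competition (Eu cryptate antibody/ADP-d2, 665/590 nm): 10uM ATP final, 25nM Mm-CPN final, 30 min 37degC after 10-min compound preincubation, pH 7.4 Tris/KCl/MgCl2/DTT buffer.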
Abeta yeast res = qHTS for compounds that reverse cellular toxicity of Amyloid beta (A-beta) peptide in yeast: Primary Screen | yeast expressing A-beta42, growth rescue, OD600, 48 h; response scale: 0% DMSO, 100% iron-clioquinol control | Potency, µM (titrated, usually from 46.1 µM), without a hit: at the top dose growth rescue, hits mostly activators | hit rate 0.063% among 410,000 | AID 1347071, 2019; note: potency is the fitted concentration of half-maximal effect; nearly all actives have a fitted effect of over 55% in size
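Yeast A-beta toxicity model in growth medium with pinned compounds, 48 h at 30 C; growth read as absorbance at 600 nm. Normalized to FeCl3/clioquinol equimolar mix (positive) and DMSO (negative).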
HepG2 viability = qHTS for Inhibitors of TGF-b: Cytotox Counterscreen. HepG2 CAGA-GFP viability, ATP luminescence, 18 h. hit rate 0.76% among 410,000. AID 588856, 2011. Potency, µM (top dose mostly 46.1 µM), inactives show top-dose activity change, negative = cytotoxicity, usual class: cytotoxic; note: potency is the fitted concentration of half-maximal effect; some results filed as inactive show a strong effect at the top dose
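HepG2 CAGA-GFP cells (1000/well, DMEM with 1% FBS) received compound, then TGF-beta at 500 pg/mL final, and were incubated 18 hours at 37 degrees C. Viability was read by CellTiter-Glo luminescence. Media-only wells were set as complete cell-killing and DMSO as no toxicity.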
TGFb inhibitor = qHTS for Inhibitors of TGF-b; HepG2 CAGA-GFP TGF-b/SMAD3 reporter, GFP fluorescence, 18 h; TGF-beta stimulated, 500 pg/mL final; Potency, µM (titrated, usually from 46.1 µM), inactives show at the top dose activity, negative = inhibition, most hits filed as inhibitors; hit rate 1.2% among 410,000; note: potency is the fitted concentration of half-maximal effect; % is set by controls: 0 for no effect and ±100 for the full control effect; nearly all actives have a fitted effect of over 65% in size
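HEPG2 CAGA-GFP cells (1000/well, DMEM with 1% FBS) were pre-incubated 2 h at 37 degrees C, given compound by pin tool, then stimulated with TGF-beta at 500 pg/mL final for 18 h before per-cell GFP fluorescence imaging.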
pAkt inh = HTS Assay for Inhibitors of Akt Phophorylation: Primary Screen; Neuro2A IGF-stimulated pAkt S473 HTRF, 20 min; active compounds read low; activity change, % for hits at 50 µM; hit rate 0.32% among 360,000; AID 651550, 2012; in the data active = activity change below about -80%; inconclusive = mostly about -51% to -80%; note: % is set by controls: 0 for no effect and ±100 for the full control effect
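Single-point screen (50 µM final compound) in Neuro2A cells stimulated 20 min with 6 nM IGF at 37 deg C. After lysis, Ser473-phosphorylated Akt read by HTRF (ex 330 nm, em 615/665 nm) as the 665/615 ratio.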
Nrf2 inh = Nrf2 qHTS screen for inhibitors. A549 ARE-Fluc reporter, luciferase luminescence, 18-24 h. Potency, µM (doses to about 46 µM), without a hit: at the top dose activity change, negative = inhibition, hits mostly inhibitors. hit rate 2.1% among 360,000. AID 504444, 2011; note: potency is the fitted concentration of half-maximal effect; % is set by controls: 0 for no effect and ±100 for the full control effect; nearly all actives have a fitted effect of over 60% in size
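In this cell-based qHTS, ARE-driven firefly luciferase in A549 cells reports Nrf2 activity; the luminescent signal after BugLite lysis is the measured value, with a prior CellTiter-Fluor read for cell health.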
Nrf2 activator = qHTS of Nrf2 Activators. AREc32 ARE-luciferase reporter (MCF7-derived line), luminescence, 24 h. Potency, µM (highest dose often 46.1 µM), for the others: top-dose activation, most hits filed as activators. hit rate 0.31% among 410,000. AID 624171, 2012; note: potency is the fitted concentration of half-maximal effect; % of control where 0% means no effect; nearly all actives have a fitted effect of over 65% in size
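Reporter line AREc32 (ARE-Fluc), seeded overnight in OPTI-MEM with 5% FBS; compound pin-transferred, 24 hr at 37 deg C, 5% CO2; luminescent read-out.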
CCT modulator = High-Throughput Screening for Modulators of Cytosolic Chaperonin Activity; hit rate 0.3% among 360,000; purified chaperonin ATPase assay, HTRF ADP detection, 30 min; AID 651819, 2012; activity change, % (test concentration not listed), hits read low; in the data active = activity change below about -30%; note: % is set by controls: 0 for no effect and ±100 for the full control effect
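Nucleotide hydrolysis assay: TRiC at 20–40 nM final (set by batch activity) with 10 uM ATP, 30 min at 37 °C, in presence of 76 uM compound. Detection by competitive ADP HTRF, 30 min ambient.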
Numbers without * were called inactive; i = inactive; u = inconclusive; x = no result given; [ ] = dose if it differs, or a comment. Unless noted, calls come from the whole dose curve; as a rule, active = well fitted curve in the direction sought with a large enough effect; inconclusive = small, poorly fitted or top-dose-only effect, or another doubt; inactive = no such curve, though single readings can be large; an effect the other way counts as inactive or inconclusive.

1: O=C(CNc1cccc2ccccc12)N/N=C/c1ccc[nH]1
2: CC(=O)N1c2ccc(S(=O)(=O)N(C)CC(=O)N3CCCC3)cc2CC1C (stereo not given)
3: CCCC(=O)NCC(c1ccc2c(c1)OCO2)N1CCN(c2ccc(F)cc2)CC1 (stereo not given)
4: Cc1ccc(CNC(=O)CN2N=C(c3ccccc3)CCC2=O)cc1
5: CC(C)(C)Nc1nc(SCc2ccccc2)nc(N2CCOCC2)n1
6: Cc1nn(-c2ccccc2)c2c1C(c1ccc([N+](=O)[O-])cc1)N1C(=N2)C(=O)Nc2ccccc21 (stereo not given)

entry no. | 1 | 2 | 3 | 4 | 5 | 6
A549 tox | -8% | 0% | 4% | -1% | u | u
MmCpn inh | 0% | 2% | x | x | 2% | -4%
Abeta yeast res | 15% | -8% | 10% | -3% | -3% | 15%
HepG2 viability | 3% | 5% | -6% | 2% | -22% | 11%
TGFb inhibitor | 2% | 0% | -23% | -1% | -8% | u
pAkt inh | i | i | x | x | i | i
Nrf2 inh | 3.7µM* | 6% | x | x | u | u
Nrf2 activator | 3.7% | -0.2% | 0.5% | 0.8% | -0.6% | 2.9%
CCT modulator | -1.8 | 1.0 | x | x | -0.1 | -4.6

7: Cc1ccc(CS(=O)(=O)CCC(=O)NCCN(C)Cc2ccccc2)cc1
8: Cc1ccc(C)c(N2CCN(C(=O)C3CCC3)CC2)c1
9: CCc1cccc(OCC(=O)Nc2cc(S(=O)(=O)N3CCOCC3)ccc2N2CCCC2)c1
10: O=C(CN(C(=O)CNS(=O)(=O)c1ccc(F)cc1)C1CCCC1)NCc1ccco1
11: CCOC(=O)CCCCCC(=O)Nc1ccc2c(c1)C(=O)N([C@@H](C)CO)C[C@H](C)[C@H](CN(C)C(=O)c1ccccc1)OCCCC[C@H](C)O2
12: CCOC(=O)c1sc(NC(C)=O)nc1-c1ccccc1

entry no. | 7 | 8 | 9 | 10 | 11 | 12
A549 tox | 21% | -4% | -5% | -1% | x | -6%
MmCpn inh | x | 0% | -2% | -1% | x | -10%
Abeta yeast res | -5% | 15% | 6% | 5% | -5% | -7%
HepG2 viability | -1% | 3% | -3% | -2% | -22% | -8%
TGFb inhibitor | 27% | u | -7% | -7% | -18% | 1%
pAkt inh | i | i | i | i | i | i
Nrf2 inh | 2% | -29% | u | 3% | x | -12%
Nrf2 activator | -0.3% | -1.1% | -0.9% | -0.4% | -0.5% | -0.4%
CCT modulator | -1.4 | -1.4 | 0.4 | -0.1 | -0.7 | -1.1

Record cards (already shown).
CCOC(=O)c1sc(NC(C)=O)nc1-c1ccccc1 reads A549 tox: -6%; MmCpn inh: -10%; Abeta yeast res: -7%; HepG2 viability: -8%; TGFb inhibitor: 1%; pAkt inh: i; Nrf2 inh: -12%; Nrf2 activator: -0.4%; CCT modulator: -1.1
O=C(CN(C(=O)CNS(=O)(=O)c1ccc(F)cc1)C1CCCC1)NCc1ccco1 reads A549 tox: -1%; MmCpn inh: -1%; Abeta yeast res: 5%; HepG2 viability: -2%; TGFb inhibitor: -7%; pAkt inh: i; Nrf2 inh: 3%; Nrf2 activator: -0.4%; CCT modulator: -0.1
CCOC(=O)CCCCCC(=O)Nc1ccc2c(c1)C(=O)N([C@@H](C)CO)C[C@H](C)[C@H](CN(C)C(=O)c1ccccc1)OCCCC[C@H](C)O2 reads A549 tox: x; MmCpn inh: x; Abeta yeast res: -5%; HepG2 viability: -22%; TGFb inhibitor: -18%; pAkt inh: i; Nrf2 inh: x; Nrf2 activator: -0.5%; CCT modulator: -0.7

The list goes on:
13: CCOc1ccccc1N(C(=O)Nc1cccc(Cl)c1)C1=NC(C)CS1 (stereo not given)
14: CC(CCc1ccccc1)NC(=O)CSc1nccc(=O)[nH]1 (stereo not given)
15: Cc1ccc(S(=O)(=O)N2CCN(CC(=O)N/N=C\c3ccccn3)CC2)cc1
16: CN(C)CCOC(=O)c1cccc(Br)c1
17: Cc1ccc(-n2c(-c3ccc(Br)cc3)n[nH]c2=S)c(C)c1
18: Cc1nc(-c2ccccc2)sc1C1(C)CC(c2ccc(C#N)cc2)=NO1 (stereo not given)

entry no. | 13 | 14 | 15 | 16 | 17 | 18
A549 tox | -1% | -2% | -2% | 15% | x | -1%
MmCpn inh | 1% | 2% | 1% | -1% | x | 0%
Abeta yeast res | 10% | -13% | -10% | 19% | 18% | -8%
HepG2 viability | -9% | -22% | -5% | 15% | -56% | -24%
TGFb inhibitor | -2% | 0% | -2% | u | -21% | -13%
pAkt inh | i | i | i | i | i | i
Nrf2 inh | u | -4% | -12% | x | x | 10%
Nrf2 activator | 0.4% | -0.2% | -0.6% | 0.3% | -0.5% | 0.2%
CCT modulator | -11 | -0.2 | 1.8 | 1.4 | -1.1 | -2.4

19: COc1cccc(C2C(C(N)=O)=C(C)Nc3nc(-c4ccccc4Cl)nn32)c1 (stereo not given)
20: CC[C@H](C)C(C(=O)N1CCN(C(=O)OC(C)(C)C)CC1)n1cc(C(CC(C)C)NC(=O)OC(C)(C)C)nn1 (stereo not given in full)
21: O=C(CSc1ncn[nH]1)c1ccc(OC(F)F)cc1
22: Cc1ccc(CCNC(=O)C2CCN(S(=O)(=O)c3ccc4c(c3)NC(=O)C(C)S4)CC2)cc1 (stereo not given)
23: Cc1cc2oc(=O)c(CC(=O)O)c(C)c2c2occ(C(C)(C)C)c12
24: COc1ccc(NC(=O)C(CC(=O)O)Cc2ccccc2)cc1 (stereo not given)

entry no. | 19 | 20 | 21 | 22 | 23 | 24
A549 tox | 7% | -6% | 2% | -25% | -5% | -12%
MmCpn inh | 3% | x | 1% | 0% | 1% | 2%
Abeta yeast res | 17% | 8% | 6% | 7% | 1% | 5%
HepG2 viability | 1% | -4% | 13% | -15% | 2% | 9%
TGFb inhibitor | 38%[activator] | u | 14% | u | 2% | -5%
pAkt inh | i | i | i | i | i | i
Nrf2 inh | -9% | 4% | 4% | 16µM* | u | 15%
Nrf2 activator | 10% | -0.2% | -0.7% | 2.8% | -0.1% | -0.4%
CCT modulator | -3.8 | 0.0 | -1.3 | -1.1 | 0.3 | -4.1

25: O=C(N/N=C/c1ccc(-c2ccc([N+](=O)[O-])cc2)o1)c1cccnc1
26: O=[N+]([O-])c1ccccc1Nc1cccc(F)c1
27: CC1=CCC2C(=O)N(c3cc(C)on3)C(=O)C2C1 (stereo not given)
28: CC1=C(C(=O)N2CCCCCC2)CC(CC(=O)NC2CCCCC2)C(=O)N1Cc1ccc(C(C)(C)C)cc1 (stereo not given)
29: O=C(c1cc(Br)c[nH]1)N1CCSCC1
30: Cc1ccc(C)c(NC(=O)c2ccc3c(c2)CCN3S(=O)(=O)c2ccccc2)c1

entry no. | 25 | 26 | 27 | 28 | 29 | 30
A549 tox | -9% | -1% | -8% | x | -4% | 4%
MmCpn inh | -4% | x | 2% | x | u | x
Abeta yeast res | 4% | -3% | 2% | -10% | 6% | 8%
HepG2 viability | 1% | 0% | 2% | -33% | 2% | -13%
TGFb inhibitor | -19% | -10% | 6% | u | -5% | -6%
pAkt inh | i | i | i | i | i | x
Nrf2 inh | 4% | u | -4% | x | u | 10%
Nrf2 activator | -0.1% | 0.3% | -0.5% | 1.0% | -0.3% | -0.4%
CCT modulator | -4.6 | -0.4 | 0.0 | -2.6 | 0.0 | x

31: Cc1cnn(-c2ccc3nnc(-c4ccc(Br)cc4)n3n2)c1
32: NC[C@H]1O[C@@H](n2ccc(N)nc2=O)[C@H](O)[C@@H]1O
33: O=C(NCc1cccnc1)c1cc(C2CCCCN2C(=O)OCCF)on1 (stereo not given)
34: CS(=O)(=O)c1ccc(Cl)c(NC(=O)COC(=O)CNC(=O)c2ccc(Br)o2)c1
35: CCOC(=O)C1=C(C)Nc2ncnn2C1c1ccccc1F (stereo not given)
36: CCn1nnnc1SCC(=O)Nc1cccc(NC(C)=O)c1

entry no. | 31 | 32 | 33 | 34 | 35 | 36
A549 tox | 3% | x | x | 5% | 2% | 19%
MmCpn inh | -6% | x | x | 0% | 3% | 2%
Abeta yeast res | 8% | -12% | 1% | 3% | 10% | 11%
HepG2 viability | -8% | -32% | 1% | 2% | 16% | 1%
TGFb inhibitor | 0% | -12% | -6% | -6% | 11% | -31%
pAkt inh | i | i | i | i | x | i
Nrf2 inh | -3% | x | x | 16% | -14% | 3%
Nrf2 activator | 0.0% | 0.4% | -0.4% | -0.2% | 4.4% | 2.8%
CCT modulator | -0.2 | -1.4 | 0.4 | 2.3 | -3.1 | -0.3

37: Cc1ccc(OCc2nnc(SCC(=O)Nc3ccccc3C(C)C)o2)cc1
38: CC(C)c1ccc(Nc2nc(N3CCOCC3)nc(N3CCOCC3)n2)cc1
39: CC(C)(C)c1ccc2c(c1)OCC(C(=O)O)O2 (stereo not given)
40: Nc1nonc1-n1nnc(C(=O)N/N=C/c2ccccc2F)c1CN1CCOCC1

entry no. | 37 | 38 | 39 | 40
A549 tox | 5% | x | -1% | -4%
MmCpn inh | x | x | 0% | x
Abeta yeast res | -13% | 12% | 15% | 3%
HepG2 viability | -16% | 3% | -21% | 11%
TGFb inhibitor | -11% | 8% | -5% | 0%
pAkt inh | x | i | i | i
Nrf2 inh | x | x | 16% | 2%
Nrf2 activator | 0.5% | 0.2% | 0.0% | -0.9%
CCT modulator | x | 0.7 | -2.6 | 0.3

Screening data: PubChem BioAssay, National Center for Advancing Translational Sciences (NCATS)
